LMP1 NFkB inh: EBV LMP1-driven NF-kappaB luciferase reporter inhibitors, primary screen, cell-based, luminescence, single point. inhibition, % at 12.5 µM. AID 504558, 2011. LMP1-induced NF-kappaB luciferase reporter cells. actives 0.69% (n = 350,000); in the data active = inhibition above about 41%; inconclusive = no clear call, values can overlap the other calls;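 note: 0% = neutral control wells and 100% = reference inhibitor control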
Peg3 prom inh: Peg3 promoter-driven luciferase inhibitors, primary screen, cell-based, HeLa, luciferase luminescence; inhibition, % at 20 µM; actives 1.7% (n = 360,000); HeLa PEG-Prom luciferase reporter, overnight;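 active = inhibition of at least 50% at 20 µM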
CF NFkB block: inhibitors of PAF-induced NF-kB signaling, primary screen, cell-based, GFP fluorescence, uHTS; KKLEB NF-kB-GFP reporter, GFP fluorescence overnight; inhibition, % at 5 µM; actives 0.86% (n = 360,000);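 active = at least 50% inhibition at 5 µM, scaled per plate between neutral and stimulator controls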;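 note: PAF is a Pseudomonas aeruginosa culture filtrate used as stimulus; plate controls were PAF-stimulated DMSO wells for no effect and unstimulated DMSO wells for full effect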
NR2E3 ag-1: NR2E3 agonists in two-hybrid cells, primary screen, cell-based, luminescence, CHO-S, Gal4-NCOR/VP16-NR2E3. luciferase. inhibition of corepressor binding, % at 3.98 µM. actives 0.35% (n = 360,000). AID 602229, 2012;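 active = inhibition above the mean of all tested compounds plus 3 SD, cut at about 70% in these data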;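 note: 0% = DMSO with NR2E3 transfected cells and 100% = cells lacking NR2E3 construct; higher means lower luciferase signal from less NR2E3 corepressor binding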
Target sequence (Q9Y5X4 whole entry, looked up, the tested form may be a part): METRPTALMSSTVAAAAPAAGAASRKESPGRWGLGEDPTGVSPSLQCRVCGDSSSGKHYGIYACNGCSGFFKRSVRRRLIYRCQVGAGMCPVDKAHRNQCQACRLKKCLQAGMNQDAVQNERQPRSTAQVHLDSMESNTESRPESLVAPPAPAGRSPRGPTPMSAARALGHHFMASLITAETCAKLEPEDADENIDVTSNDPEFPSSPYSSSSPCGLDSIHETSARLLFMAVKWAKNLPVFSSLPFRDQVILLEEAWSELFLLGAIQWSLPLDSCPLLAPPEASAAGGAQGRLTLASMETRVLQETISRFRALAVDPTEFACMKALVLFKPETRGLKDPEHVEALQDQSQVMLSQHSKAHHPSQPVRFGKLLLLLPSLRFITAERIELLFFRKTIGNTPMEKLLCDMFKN
TRAIL sens C8: viability loss with TRAIL in NB7+C8 cells, primary screen, TRAIL sensitizer project, cell-based, ATPlite luminescence. inhibition (viability loss, TRAIL sensitization), % at 10 µM. actives 1% (n = 360,000);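 active = compounds causing at least 50% loss of cell viability in the single-dose screen, relative to plate controls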
hiPSC survival: enhancers of single-cell hiPSC survival, primary screen, ATPlite luminescence. 100% = ROCK inhibitor wells, 0% = DMSO. survival enhancement, % at 20 µM. actives 0.044% (n = 360,000); in the data active = survival enhancement above about 18%;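 note: cells exposed to compounds for 16 hours before the ATP read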
TRPM1 prom inh: inhibitors of MITF-dependent TRPM1 promoter reporter, primary screen, cell-based, SK-MEL-5, single point, luciferase | inhibition, % at 12.5 µM | actives 0.83% (n = 330,000) | SK-MEL-5 TRPM1 promoter luciferase, 24 h;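 active = mean inhibition across replicates of 60% or more, whatever share of single replicates reaches that level; inconclusive = some that reach 60%, reason not given; inactive = mean inhibition across replicates below 60%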; note: values of inactives mirror those of a sister screen read the other way
HIF-2a inh: HIF-2a reporter inhibitors, primary screen, luminescence, 786-0 RCC cells; actives 0.72% (n = 360,000); AID 624352, 2012; 786-0 RCC cells HIF-2a reporter, luciferase luminescence, overnight; inhibition, % at 18.8 µM;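 active = inhibition of the luminescence signal of 40% or more relative to plate controls, in a single-dose primary screen at 18.75 µM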
Shn3 3UTR inh: reduction of Shn3 3'UTR firefly luciferase signal, primary screen, Schnurri-3 inhibitor project, cell-based, Clone20 osteoblasts, set 2; actives 0.52% (n = 360,000); Clone20 osteoblast Shn3 3'UTR firefly luciferase, 24 h; AID 588674, 2011; inhibition, % at 12.5 µM;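 active = mean inhibition of at least 75% with every replicate also reaching 75%; inconclusive = mean inhibition at least 75% but some replicate below; inactive = mean inhibition below 75%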;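 note: 0% = median of neutral control wells and 100% = pilot-screen positive control compound; some compounds past the cut are filed as inactive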
KKLEB tox: cytotoxicity in KKLEB CF airway cells, primary screen, cytotoxicity control for CF NF-kB inhibitor project, cell-based, uHTS, fluorescence assay plates. KKLEB CF airway cells viability, ATPlite luminescence, overnight; active compounds read low; cells stimulated with P. aeruginosa culture filtrate. activity change (cytotoxicity), % at 5 µM. actives 0.36% (n = 360,000);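 active = corrected activity change at or below -50% at 5 µM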
NR2E3 ag-2: inhibitors of NR2E3-RetCOR corepressor binding, primary screen, NR2E3 agonist project, biochemical, TR-FRET, GST-NR2E3, biotin-RetCOR; AID 2300, 2010; inhibition of corepressor binding, % at 4.78 µM; actives 0.12% (n = 320,000); Photoreceptor-specific nuclear receptor (Homo sapiens), Q9Y5X4; 1536-well;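 active = percent inhibition above the cutoff of mean plus 3 SD of all tested compounds, set per screening campaign, cut at about 20% in these data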;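 note: 0% = DMSO wells and 100% = biotin wells as full block of FRET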
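System: GST-tagged NR2E3 plus biotinylated RetCOR corepressor; Buffer or medium: pH 7.5 Tris-based buffer; Probe or stimulus: RetCOR corepressor, biotinylated, 7 nM; Doses: compound at 4.8 µM, single dose; Schedule: 5 h incubation at 4 °C; Technique: time-resolved FRET; Evaluation: percent inhibition of TR-FRET ratio; Replication: one well per compound, singlicate testing.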
Numbers without * were called inactive; ? = inconclusive; nt = no result given; & = joins results of further samples. The list is partial, so the mix of outcomes need not match the whole.

SMILES	LMP1 NFkB inh	Peg3 prom inh	CF NFkB block	NR2E3 ag-1	TRAIL sens C8	hiPSC survival	TRPM1 prom inh	HIF-2a inh	Shn3 3UTR inh	KKLEB tox	NR2E3 ag-2
Cc1cc(C)nc(Nc2cc([N+](=O)[O-])ccc2C)n1	2	-3	9	8	2	-0.3	9	0	14	0	-2
Cc1ccc(NC(=S)N2CCC(NC(=O)c3ccc(F)cc3)CC2)cc1C	6	8	-2	-8	0	0.7	7	8	-17	3	-1
CCC(C)(C)NC(=O)C(c1ccc(OC)cc1)N(C(=O)CCC(=O)Nc1cc(C)on1)c1ccc(OC)cc1OC (stereo unspecified)	5	2	18	-37	13	0.1	-1	-4	5	-5	2
Cc1ccc(S(=O)(=O)N2CCC(C(=O)N3CCN(Cc4ccccc4)CC3)CC2)cc1	5	8	27	13	31	-1.6	-2	6	11	-6	-1
CC(=O)Nc1ccc2nc(NC(=O)CS(=O)(=O)c3ccc(F)cc3)sc2c1	-2	-7	-16	28	-11	1.7	nt	-8	-13	8	nt
O=C(Cn1cnc2ccccc2c1=O)NCCC(=O)Nc1ccc(F)cc1	2	-5	6	-2	-20	-0.3	1	19	-10	13	3
Cc1cc(C)cc(NC2=NC3(CCCCC3)N=C(N)N2)c1	0	22	0	-5	8	-1.5	32	23	12	-5	2
NC(=O)c1cccc(NC(=O)Nc2ccc(Cl)cc2)c1	-21	-184	0	-49	9	-0.3	-77	-117	-37	1	1
CC1(c2ccc(Cl)cc2Cl)NC(=O)N(CC(=O)NCCC2=CCCCC2)C1=O (stereo unspecified)	-11	6	-12	2	-4	-4.2	nt	0	-5	-2	nt
COc1ccccc1N1CCN(/N=C\C(Br)=C\c2ccccc2)CC1	-27	-183	-4	-14	2	1.0	-56	-152	40	-8	-5
COc1ccc(NC(=O)CC#N)cc1OC	1	17	15	-10	4	-1.3	2	18	-8	3	3
CCN(CC(=O)Nc1cccc(C(C)=O)c1)S(=O)(=O)c1ccc(C)cc1	4	18	-20	12	3	-0.8	7	13	61	1	2
CC1CCN(C(=S)c2cn(Cc3ccccc3F)c3ccccc23)CC1	1	0	13	-16	5	1.6	-6	8	26	-11	0
CCc1ccc(CN2CCC(CO)(CC3CCCCO3)CC2)o1 (stereo unspecified)	1	9	-1	1	1	2.1	13	12	-1	10	-1
COc1ccc(CN(Cc2ccccn2)S(=O)(=O)c2ccc(-n3cnnn3)cc2)cc1	1	4	12	-26	8	0.4	5	6	18	-26	0
COc1ccccc1CN1C[C@@H]2C[C@@H](c3ccc4nsnc4c3)N3CCC[C@@]23C1=O	11	-1	-3	-37	3	-1.2	4	11	12	1	7
Cc1ccc([N+](=O)[O-])cc1NC(=S)NC(=O)c1c(Cl)cnn1C	2	19	-58	18	4	-0.1	8	-10	5	19	nt
O=C(CCn1c2c(c3ccccc31)CCCC2)NNC(=O)c1ccc([N+](=O)[O-])cc1	9	24	13	-7	19	1.6	4	7	-8	0	0
CC1(C)C(=O)OC(C(=O)c2ccccc2)C2(CCCCC2)C1=O (stereo unspecified)	2	18	3	-4	-10	3.3	-3	-19	6	1	1
O=C(Nc1cc(F)ccc1F)C1CCCN1S(=O)(=O)c1cccc2nsnc12 (stereo unspecified)	1	7	10	-41	-3	0.1	2	13	4	-1	0
O=C(Nc1cccnc1)c1c(F)c(F)c(F)c(F)c1F	5	9	10	-38	-2	-0.5	-1	20	17	-11	-1
CC(=O)c1ccc(Oc2cc(C)nc(N3CCOCC3)n2)cc1	-3	-29	6	-18	-4	0.5	-3	-47	3	-14	0
O=C1/C(=C/c2ccc(Cl)cc2)SC(=S)N1CCC(=O)N1CCCCC1CCO (stereo unspecified)	5	39	19	-29	14	-0.2	6	4	-21	-12	0
COc1cc(C2C(C#N)=C(N)Oc3cc(N(C)C)ccc32)cc2c1OCO2 (stereo unspecified)	-3	-30	30	-12	10	-2.2	?	15	28	-28	2
CN1CCN(C(=O)C2=C[C@@H](c3csc4ccccc34)C[C@@H](OCCCCO)O2)CC1	-2	-8	0	15	27	2.4	0	10	-25	14	5
COc1cc(/C=C(\NC(=O)c2cc(OC)c(OC)c(OC)c2)C(=O)NC(C(=O)O)c2ccccc2)cc(OC)c1OC (stereo unspecified)	-5	-13	3	2	-11	-0.5	7	14	6	1	3
CN(C)/C=C/C(=O)c1ccc(Cl)cc1	0	-43	8	-7	-6	-1.6	-9	-42	-14	-4	0
Cc1ccc(S(=O)(=O)c2cc3ccccc3oc2=Nc2ccc3c(c2)OCO3)cc1	2	13	16	-10	5	0.3	-9	1	5	-46	4
CCOc1ccc(/C=N/N2C(C)CCCC2C)cc1OC (stereo unspecified)	10	1	2	-36	-3	-0.6	0	9	6	6	1
C=CCSc1nc(C)c(CCC(C)C)c(=O)[nH]1	-2	5	7	-1	-1	3.1	3	-11	-6	1	2
O=C1c2ccccc2-c2onc3ccc(Oc4ccccc4)c1c23	53*	104*	85*	-33	18	-1.6	97*	-6	90*	-83*	3
O=C(NC12CC3CC(CC(C3)C1)C2)c1ccc(S(=O)(=O)N2CCOCC2)cc1	4	8	0	-21	4	2.5	2	28	20	-6	0
CCOC(=O)COn1c(=O)c(=O)n(O)c2ccccc21	0	8	-5	-14	3	2.0	7	6	7	0	-1
COc1ccc(CCN(/C=C2\Sc3ccccc3C2=O)C(C)=O)cc1OC	nt	14	17	0	5	-0.3	nt	-5	nt	-14	-3
O=C(COc1ccc2ccccc2c1)Nc1ccc2c3c(cccc13)CC2	4	12	13	20	1	-0.1	19	-5	12	0	4
CC(C)CCn1c(=O)[nH]c2ccccc21	4	-12	-22	-5	-35	0.8	-7	11	-1	11	1
COc1cc(C)ccc1OCc1cc(C(=O)N2CCN(C3CCCCC3)CC2)no1	-32	-219	-33	-78	7	-0.2	-65	-222	-76	17	-2
CCOc1ccccc1OCC(=O)NCCc1ccc(S(N)(=O)=O)cc1	-6	0	-2	1	-8	-0.6	-2	15	9	-9	1
CN(C)c1ccc(/C=C/C(=O)c2cccc(Br)c2)cc1	-1	-220	11	-34	27	0.7	-4	-206	-13	-39	2
CCOC(=O)C1=C(C)NC(C)=C(C(=O)OCC)C1c1ccccn1	9&2	7&9	1&6	-43&-19	3&-2	-1.5&-0.1	3	8&4	-6&-6	-4&8	-4
Cc1ccc(-c2cc(C(=O)NCCc3ccc(S(N)(=O)=O)cc3)c3ccccc3n2)cc1	-5	-29	-11	-11	15	0.2	-18	-83	-14	-19	0
N/C(=N\OC(=O)COc1ccc(Cl)cc1Br)c1ccncc1	-23	-331	7	-99	9	-0.5	-95	-313	-42	-13	nt
CCn1cc(C(=O)O)c(=O)c2cnc(N3CCN(C(=S)NC(=O)c4ccccc4)CC3)nc21	-22	5	-9	-6	-14	-0.4	9	9	2	5	6
CN1CCCN(S(=O)(=O)c2ccc(O)c(C(=O)O)c2)CC1	3	1	0	-12	1	-0.5	11	8	8	-10	0
COc1ccc(-c2cc3nc(C)cc(N)n3n2)cc1	40	-37	-12	-164	84*	-5.7	12	-30	30	-25	1
COc1ccccc1NC(=O)CCn1cccc1	1	1	-5	-9	7	4.2	-10	-5	5	6	1
COc1ccccc1NC(=O)CCCNC(=O)Cn1cnc2sc(C)c(C)c2c1=O	-15	13	-7	-23	-20	-0.2	7	9	-24	-3	2
O=C(COc1ccccc1F)NC12CC3CC(CC(C3)C1)C2	2	9	9	-44	1	0.4	1	34	5	-3	1
Nc1cc(N)nc(SCC(=O)NNC(=O)Cc2ccccc2)n1	-6	14	1	-7	-2	-0.3	3	21	-7	2	-3
OC(CNCc1ccccc1)(c1ccccc1)c1ccccc1	-2	3	7	16	-10	0.1	8	5	-2	-28	2

Reprinted from above, 10 compounds:
SMILES	LMP1 NFkB inh	Peg3 prom inh	CF NFkB block	NR2E3 ag-1	TRAIL sens C8	hiPSC survival	TRPM1 prom inh	HIF-2a inh	Shn3 3UTR inh	KKLEB tox	NR2E3 ag-2
Cc1cc(C)nc(Nc2cc([N+](=O)[O-])ccc2C)n1	2	-3	9	8	2	-0.3	9	0	14	0	-2
Cc1ccc(NC(=S)N2CCC(NC(=O)c3ccc(F)cc3)CC2)cc1C	6	8	-2	-8	0	0.7	7	8	-17	3	-1
CCC(C)(C)NC(=O)C(c1ccc(OC)cc1)N(C(=O)CCC(=O)Nc1cc(C)on1)c1ccc(OC)cc1OC (stereo unspecified)	5	2	18	-37	13	0.1	-1	-4	5	-5	2
Cc1ccc(S(=O)(=O)N2CCC(C(=O)N3CCN(Cc4ccccc4)CC3)CC2)cc1	5	8	27	13	31	-1.6	-2	6	11	-6	-1
CC(=O)Nc1ccc2nc(NC(=O)CS(=O)(=O)c3ccc(F)cc3)sc2c1	-2	-7	-16	28	-11	1.7	nt	-8	-13	8	nt
O=C(Cn1cnc2ccccc2c1=O)NCCC(=O)Nc1ccc(F)cc1	2	-5	6	-2	-20	-0.3	1	19	-10	13	3
Cc1cc(C)cc(NC2=NC3(CCCCC3)N=C(N)N2)c1	0	22	0	-5	8	-1.5	32	23	12	-5	2
NC(=O)c1cccc(NC(=O)Nc2ccc(Cl)cc2)c1	-21	-184	0	-49	9	-0.3	-77	-117	-37	1	1
CC1(c2ccc(Cl)cc2Cl)NC(=O)N(CC(=O)NCCC2=CCCCC2)C1=O (stereo unspecified)	-11	6	-12	2	-4	-4.2	nt	0	-5	-2	nt
COc1ccccc1N1CCN(/N=C\C(Br)=C\c2ccccc2)CC1	-27	-183	-4	-14	2	1.0	-56	-152	40	-8	-5
